Screens: PubChem, SRMLSC
SKBR3 24h inh – SK-BR-3 proliferation inhibitors, primary screen, cell-based, human, 24 h; AID 847, 2007; actives 0.47% (n = 41,000); viability, % at 10 µM; SK-BR-3 viability, CellTiter-Glo ATP luminescence; stronger effect = lower value;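 active = viability at or below the median of all test compounds minus 3 SD, in both replicates if run twice, cut at about 45% in these data; inconclusive = duplicate replicates that disagree with each other; inactive = viability above that cutoff in every replicate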;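 note: 100% = median untreated cell wells and 0% = median positive control drug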
* hit, by the source's call; ? = inconclusive.

SMILES	SKBR3 24h inh
Cc1cc2ccccc2n1CCNC(=O)C1CCCC1	83
CC1CCCC(C)N1S(=O)(=O)c1ccc(NC(=O)CNCC2CCCO2)cc1 (stereo unspecified)	70
CC(=O)SCCC(=O)N1C(C)CCCC1C(=O)O (stereo unspecified)	87
O=C(NCc1ccccc1)c1cc(S(=O)(=O)N2CCOCC2)ccc1F	99
COc1ccc(CN2CCC(CNC(=O)NC3CCCCC3)CC2)cc1	118
CC1(C)Cc2c(sc3[nH]c(=S)n(Cc4ccco4)c(=O)c23)CO1	59
CN1C(=O)C(O)(CC(=O)c2ccccn2)c2cc(Br)ccc21 (stereo unspecified)	108
Cc1cccc(N(C)C(=S)Oc2ccc3ccccc3c2)c1	107
Cc1cc(NS(=O)(=O)c2ccc(NC(=O)Nc3ccc4c(c3)OCO4)cc2)no1	93
CC(=O)c1ccc(C(C)(C)c2ccc(C(C)=O)s2)s1	74
CCN(CC(N)=O)S(=O)(=O)c1ccc(Br)cc1	87
CCN(CC)S(=O)(=O)c1cc(Br)ccc1OC	120
Cn1c(CCN2CCN(c3ccccc3)CC2)nc2cc(NC(=O)c3ccco3)ccc21	79
CCOC(=O)C1=C(c2ccccc2)NC(SCC(=O)Nc2ccc(C)cc2)=C(C#N)C1c1ccco1 (stereo unspecified)	105
Cc1ccc(NC(=O)CSc2nnc(CSc3nc(C)cc(C)n3)n2Cc2ccco2)c(C)c1	94
COc1ccc(-n2ccsc2=S)cc1	108
COC(=O)c1ccc2c(=O)n(CCCN3CCCC3=O)c(=S)[nH]c2c1	99
COCCNC(=O)CSc1nc(-c2ccc(OC)c(OC)c2)cc(C(F)(F)F)n1	97
COc1ccccc1N1CCN(c2ncnc3c2oc2ccccc23)CC1	72
O=C(O)CC(NC(=O)OCc1ccccc1)c1ccccc1 (stereo unspecified)	84
Cc1nnc(Oc2ccccc2)c2ccccc12	101
c1ccc(Cn2nnnc2C(c2ccncc2)N2CCOCC2)cc1 (stereo unspecified)	79
COc1ccccc1-n1c(CNC(=O)c2ccco2)nnc1SCC(=O)Nc1ccc(F)cc1	96
Clc1ccccc1-c1nc(-c2ccccc2)n[nH]1	127
N#C/C(C(=O)N1CCCCC1)=C1\Nc2ccccc2S1	91

Three entries from above, arranged by heavy-atom count, smallest number first.
SMILES	SKBR3 24h inh
Cc1cccc(N(C)C(=S)Oc2ccc3ccccc3c2)c1	107
Cc1cc(NS(=O)(=O)c2ccc(NC(=O)Nc3ccc4c(c3)OCO4)cc2)no1	93
Cn1c(CCN2CCN(c3ccccc3)CC2)nc2cc(NC(=O)c3ccco3)ccc21	79

Random excerpt: 5 records from the list, in no set order.
SMILES	SKBR3 24h inh
N#C/C(C(=O)N1CCCCC1)=C1\Nc2ccccc2S1	91
Cc1cc2ccccc2n1CCNC(=O)C1CCCC1	83
Clc1ccccc1-c1nc(-c2ccccc2)n[nH]1	127
Cc1cccc(N(C)C(=S)Oc2ccc3ccccc3c2)c1	107
Cc1ccc(NC(=O)CSc2nnc(CSc3nc(C)cc(C)n3)n2Cc2ccco2)c(C)c1	94

The list continues.
SMILES	SKBR3 24h inh
CCCCC(SCC(=O)Nc1ccccc1)C(=O)O (stereo unspecified)	97
CC1=C(C#N)C(C(F)(F)F)(C(F)(F)F)N=C(c2ccco2)N1	88
COc1cc(S(=O)(=O)N(Cc2cccnc2)Cc2ccco2)ccc1-n1cnnn1	73
CCOC(=O)N1CCC(NC(=O)CCC(=O)N2CC(C)Oc3ccccc32)CC1 (stereo unspecified)	94
O=C(O)c1ccccc1S	92
CC(C[N+](C)(C)C)OC(N)=O (stereo unspecified)	102
O=C(Nc1cccc(-c2cnc3ccccc3n2)c1)c1ccco1	73
COCc1nnc(NS(=O)(=O)c2ccccc2)s1	73
COc1ccccc1C(=O)Nn1c(C2CCC2)nc2ccccc2c1=O	61
CCOC(=O)N1CCN(CCC(=O)Nc2ccc(C)cc2)CC1	86
CC(=O)Nc1ccc(S(=O)(=O)N2CCN(C(=O)Cc3ccccc3)CC2)cc1	90
Cc1ccc(-n2ncc3c2ncn2c(C)nnc32)cc1C	112
O=S(=O)(NCc1cccnc1)c1ccc(Cl)c(Cl)c1Cl	102
CCN(CC(=O)Nc1ccccc1C(=O)OC)S(=O)(=O)c1ccccc1	87
O=C(c1ccccc1CCc1ccccc1)N1CCN(c2ccccn2)CC1	82
COCCCn1c(CCC(=O)O)ccc1-c1cccs1	110
C=C(C)COc1ccc(-c2[nH]ncc2Oc2ccccc2OCC)c(O)c1	89
Cc1cc2ncn(S(=O)(=O)c3ccc(S(=O)(=O)N4CCOCC4)cc3)c2cc1C	79
O=C(Nc1ccc2c(c1)OCO2)OCc1ccccc1	101
COc1ccc(C2C(C(C)=O)=C(C)Nc3ncnn32)cc1OC (stereo unspecified)	79
CN1CCN(C(=O)c2ccc(COc3ccc(Cl)cc3Cl)cc2)CC1	80
O=C(c1cccs1)N1CCC(N2CCN(c3ccccc3)CC2)CC1	82
COc1ccccc1OCc1nc2ccccc2[nH]1	106
COc1ccc(OC)c(C(=O)CSc2nnc(-c3cccs3)o2)c1	91
O=C(Nc1ccccn1)N1CCOCC1	86
Further compounds:
SMILES	SKBR3 24h inh
O=C1CN(c2ccccc2Cl)C(=O)CN1c1ccccc1Cl	91
CCCSc1oc(-c2ccco2)nc1S(=O)(=O)c1ccccc1	88
CC(=O)c1cnc(Nc2nc(C)c3ccccc3n2)nc1C	104
Cc1cc(NC(CC(C)C)C(=O)O)nc(Cc2ccccc2)n1 (stereo unspecified)	95
O=C1c2ccncc2C(=O)N1CO	73
Cc1ccc(-c2noc(CNCCCN(C)C)n2)cc1	80
CCOC(=O)CSc1nc2ccccc2n1C(=O)OCC	83
CC1(C)SC2c3ccccc3C(=O)N2[C@@H]1C(=O)NCc1ccco1 (stereo partly specified)	100
N#CC(C(=O)NCc1ccco1)c1nc2ccccc2nc1N1CCOCC1 (stereo unspecified)	90
CN1CCN(c2ccccc2NC(=O)c2cc(Br)ccc2Cl)CC1	85
Cn1c(=O)c2c(nc(CN3CCC(C(N)=O)CC3)n2CCc2ccccc2)n(C)c1=O	98
CCN1CCCC1CNC(=O)CSc1cc(=O)n(C)c2cc(Cl)ccc12 (stereo unspecified)	87
CC(=O)Nc1ccc(S(=O)(=O)N2CCC(NC(=O)C(Cc3cccn3C)NC(C)=O)CC2)cc1 (stereo unspecified)	95
O=C(O)c1ccc(NS(=O)(=O)/C=C/c2ccccc2)cc1O	81
C1CCC(OCCN2CCN(CCOC3CCCCC3)CC2)CC1	79
Cc1cc(NC(=O)CCC2CCCC2)no1	84
O=C(O)COc1ccc(Cl)cc1CO	93
CCC(=O)Nc1cccc(NC(=O)CSc2nnc(C(C)C)n2CC)c1	96
CCn1nnnc1SCC(=O)Nc1ccc(OCc2ccccc2)cc1	87
Oc1ccccc1C1=Nc2nc3ccccc3n2C(c2ccccc2)C1 (stereo unspecified)	102
CCc1ccc(NC(=O)CCn2c(=O)oc3ccccc32)cc1	79
COc1cc(C2CC(=O)c3cnc(NC(=O)COc4ccccc4)nc3C2)cc(OC)c1OC (stereo unspecified)	88
CCOC(=O)CNC(=O)CSc1ncnc2c1cnn2Cc1ccccc1	131
CCOC(=O)c1ccc2nc(NC(=O)c3cccs3)sc2c1	85
O=S(=O)(NC1CC2CCC1C2)c1ccc(Br)s1 (stereo unspecified)	92
New compounds follow:
SMILES	SKBR3 24h inh
COCC(=O)Nc1ccc(S(=O)(=O)NCCc2ccccc2)cc1	92
Cn1c(=O)c2c(nc(SCC(=O)NCc3ccc4c(c3)OCO4)n2Cc2ccccc2)n(C)c1=O	90
Cc1ccc(-n2c(SCC(=O)NCC3CCCO3)nnc2-c2ccoc2C)cc1 (stereo unspecified)	81
Cc1cc2cc(CN(Cc3ccco3)C(=O)C3CCCCC3)c(=O)[nH]c2cc1C	85
COC(=O)[C@H](CCSC)NC(=O)N1CCN(Cc2ccccc2)CC1	83
CCOC(=O)CCC(=O)O[C@H]1[C@H](O[C@@H]2[C@@H](C)[C@H](O[C@H]3C[C@@](C)(OC)[C@@H](O)[C@H](C)O3)[C@@H](C)C(=O)O[C@H](CC)[C@@](C)(O)[C@H](O)[C@@H](C)C(=O)[C@H](C)C[C@@]2(C)O)O[C@H](C)C[C@@H]1N(C)C	84
CCC(C)NS(=O)(=O)c1ccc(OCC(=O)NCc2ccco2)cc1 (stereo unspecified)	74
COc1cc(NC(=O)c2ccccc2)c(OC)cc1NC(=O)CN1CCOCC1	113
COCCCn1c(SCC(=O)N2CC(=O)Nc3ccccc32)nnc1-c1ccoc1C	115
O=C(COc1ccc(S(=O)(=O)N2CCCC2)cc1Cl)NC1CC1	94
CCOc1ccc(C(C)C)cc1S(=O)(=O)n1nc(C)cc1C	81
CCCCN(C(=O)NC(=O)Nc1nc2ccc(OC)cc2s1)S(C)(=O)=O	92
Cc1[nH]c(=O)[nH]c(=O)c1S(=O)(=O)N1CCCC1	91
CCc1c(C)nc(SCC(=O)c2ccc(C)c(C)c2)[nH]c1=O	73
CS(=O)c1nc(-c2ccc(Br)cc2)cc(-c2ccccc2)c1C#N (stereo unspecified)	?
COc1ccc(-c2nc3c(n2O)CCCC3=O)cc1OC	87
CCOC(=O)c1c(C)n(C)c2ccc(OC)c(NC(=O)CCN3CCSCC3)c12	121
COC(=O)C1C2C=CC3(CN(Cc4cccs4)C(=O)C13)O2 (stereo unspecified)	96
Nc1nc2nc(SCC(=O)N3CCCc4ccccc43)[nH]c2c(=O)[nH]1	89
CN(CCc1ccccn1)S(=O)(=O)c1ccc(F)cc1	74
NC(=O)CSc1nnc(-c2ccc(S(=O)(=O)N3CCCC3)cc2)n1CC1CCCO1 (stereo unspecified)	86
Cc1cccc(NC(=O)c2ccccc2O)c1C	76
O=C(c1n[nH]c(=O)c2ccccc12)N1CCOCC1	102
Cc1ccc(S(=O)(=O)N(CC(=O)NCc2ccco2)Cc2ccc(F)cc2)cc1	90
c1ccc(-c2n[nH]c(-c3ccccn3)n2)nc1	78

In the list so far, these contain a cyano group.
SMILES	SKBR3 24h inh
CCOC(=O)C1=C(c2ccccc2)NC(SCC(=O)Nc2ccc(C)cc2)=C(C#N)C1c1ccco1 (stereo unspecified)	105
N#C/C(C(=O)N1CCCCC1)=C1\Nc2ccccc2S1	91
CC1=C(C#N)C(C(F)(F)F)(C(F)(F)F)N=C(c2ccco2)N1	88
N#CC(C(=O)NCc1ccco1)c1nc2ccccc2nc1N1CCOCC1 (stereo unspecified)	90
CS(=O)c1nc(-c2ccc(Br)cc2)cc(-c2ccccc2)c1C#N (stereo unspecified)	?

Other entries:
SMILES	SKBR3 24h inh
CCCOC(=O)c1cc2ccccc2oc1=O	99
Cc1ccccc1-n1nnc2c(=O)oc3ccccc3c21	92
CNC(=O)c1ccc(Oc2ccc(C(=O)NC)cc2)cc1	67
c1ccc2c(-c3ccncc3)c[nH]c2c1	65
CS(=O)(=O)c1ccc(C(=O)NC2CCOC2=O)cc1 (stereo unspecified)	103
CCSc1nnc(NC(=O)c2cc3c(s2)CCCC3)s1	97
Cc1c(C(=O)NC2CCCc3ccccc32)oc2ccc(S(=O)(=O)N3CCOCC3)cc12 (stereo unspecified)	89
O=C(CCCCCN1C(=O)c2ccccc2C1=O)Nc1nccs1	94
COC(=O)CN1C(=O)C(O)(CC(=O)c2ccc(C)cc2)c2ccccc21 (stereo unspecified)	108
CCOC(=O)C1CCc2sc(N)c(C#N)c21 (stereo unspecified)	102
CC(=O)CC1(C)OC(N)=C(C#N)C1(C#N)C#N (stereo unspecified)	89
COC(=O)CSc1nnc(-c2cccc(NC(=O)c3ccc(C)cc3)c2)n1C	83
CCn1c(SCC(=O)Nc2ccc(N(C)C)cc2)nnc1-c1cccc(C)c1	98
O=C(NCc1ccco1)C1CCCN1C(=O)NCc1ccccc1 (stereo unspecified)	104
COc1ccccc1C1CC(c2ccccc2)Nc2ncnn21 (stereo unspecified)	101
CCn1cc(C(=O)O)c(=O)c2cc3c(cc21)OCO3	82
CC(C)(C)OC(=O)NCCc1nnc(SCC(=O)Nc2cccc(Cl)c2)o1	91
CC1(O)c2ccccc2C(=O)N1CCc1ccccc1F (stereo unspecified)	75
COc1ccc(-c2nc(C#N)c(NC(C)C)o2)cc1	115
COC(=O)c1oc2ccc(Cl)cc2c1NC(C)=O	91
COc1ccc(-c2nnc(SCC(=O)c3cccs3)o2)c(OC)c1	87
CCOc1cccc(-c2nnc3n2N=C(c2cc(OC)ccc2OC)CS3)c1	73
Cc1ccc2occ(C(c3nnnn3Cc3ccccc3)N3CCOCC3)c(=O)c2c1 (stereo unspecified)	71
CCCCOc1nc2ccccc2nc1C(C#N)S(=O)(=O)c1ccccc1 (stereo unspecified)	45
Cc1[nH]c2ccccc2c1C(c1ccccn1)N1CCC(C(N)=O)CC1 (stereo unspecified)	65
The list goes on.
SMILES	SKBR3 24h inh
Cc1ccc(C(=O)COC(=O)CCc2nc3ccccc3[nH]c2=O)cc1C	98
Cn1c(=O)[nH]c(=O)c2c1nc(N1CCCCC1)n2CCOc1ccccc1	90
CCCc1cc(C(=O)N2CCN(S(=O)(=O)c3ccc(OC)c(OC)c3)CC2)cs1	86
COc1ccc(-c2nn(CC(=O)N(C)C)c(=O)c3ccccc23)cc1	95
O=C(Nc1ccccc1C(=O)N1CCOCC1)C1CCCO1 (stereo unspecified)	104
CCOC(=O)c1ccc(OCc2nc(-c3cccs3)no2)cc1	82
CCOC(=O)N1CCN(S(=O)(=O)c2ccc(C(=O)Nc3nc4c(s3)CC(C)CC4)cc2)CC1 (stereo unspecified)	64
COc1ccccc1OCCNC(=O)c1cccs1	98
CC1CCN(c2ccc(NC(=O)c3cccnc3)cc2)CC1	88
CC1CCN(C(c2cc3cc4c(cc3[nH]c2=O)OCO4)c2nnnn2CC2CCCO2)CC1 (stereo unspecified)	87
O=C(c1ccco1)N1CCN(C(=O)C2CCN(S(=O)(=O)c3cccc4nsnc34)CC2)CC1	80
COC(=O)c1sccc1NC(=O)c1c(C)cc(=O)oc1C	87
COc1ccc(CCNC(=O)CSc2nnc(-c3ccccc3)o2)cc1OC	120

A different layout for two compounds above:
canonical_smiles | SKBR3 24h inh
Cn1c(=O)c2c(nc(SCC(=O)NCc3ccc4c(c3)OCO4)n2Cc2ccccc2)n(C)c1=O | 90
O=C(CCCCCN1C(=O)c2ccccc2C1=O)Nc1nccs1 | 94

Some of the compounds tested (hit frequency here may not be typical).
